High-throughput results: PubChem, several laboratories
Exocytosis inh = LAMP-1 surface exposure blockers, TALL-104 cells – cell-based, flow cytometry, MLPCN library, primary screen. TALL-104 LAMP-1 surface exposure; cells stimulated with thapsigargin and PMA. inhibition, % at 10 µM. 360,000 tested, 0.66% active. AID 651702, 2012;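 active means inhibition above about 55%, limit read from the data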
MC4R ag barr = MC4R agonists recruiting beta-arrestin, primary screen, cell-based, luminescence, agonist arm of biased-ligand search. Melanocortin receptor 4 (Homo sapiens), P32245. activation, % at 8.9 µM. U2OS MC4R beta-arrestin complementation; percent of melanotan II response, DMSO zero. 360,000 tested, 0.98% active;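 active means activation above a per-plate cutoff, the mean activation of sample wells on that plate plus 3 SD, cut at about 8% in these data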
Target sequence (P32245 whole entry, looked up): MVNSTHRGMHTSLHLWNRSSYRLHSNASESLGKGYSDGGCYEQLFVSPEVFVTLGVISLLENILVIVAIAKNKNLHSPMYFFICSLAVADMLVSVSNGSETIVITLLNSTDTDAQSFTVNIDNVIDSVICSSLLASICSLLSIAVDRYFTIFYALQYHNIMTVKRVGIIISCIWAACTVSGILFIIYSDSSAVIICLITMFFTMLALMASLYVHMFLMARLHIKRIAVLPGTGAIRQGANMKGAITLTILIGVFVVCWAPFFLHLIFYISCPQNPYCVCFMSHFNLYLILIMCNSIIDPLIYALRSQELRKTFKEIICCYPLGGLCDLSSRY
NOD2 RIPK2 PPI = NOD2-RIPK2 binding disruptors in cells, primary screen, fluorescence, CHO cells, BLA complementation. CCF4 ratio. inhibition, % at 4.98 µM. 360,000 tested, 0.38% active; in the data active means inhibition above about 21%;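 further: 0% = vehicle only and 100% = reference blocker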
Target sequence (O43353 whole entry, looked up): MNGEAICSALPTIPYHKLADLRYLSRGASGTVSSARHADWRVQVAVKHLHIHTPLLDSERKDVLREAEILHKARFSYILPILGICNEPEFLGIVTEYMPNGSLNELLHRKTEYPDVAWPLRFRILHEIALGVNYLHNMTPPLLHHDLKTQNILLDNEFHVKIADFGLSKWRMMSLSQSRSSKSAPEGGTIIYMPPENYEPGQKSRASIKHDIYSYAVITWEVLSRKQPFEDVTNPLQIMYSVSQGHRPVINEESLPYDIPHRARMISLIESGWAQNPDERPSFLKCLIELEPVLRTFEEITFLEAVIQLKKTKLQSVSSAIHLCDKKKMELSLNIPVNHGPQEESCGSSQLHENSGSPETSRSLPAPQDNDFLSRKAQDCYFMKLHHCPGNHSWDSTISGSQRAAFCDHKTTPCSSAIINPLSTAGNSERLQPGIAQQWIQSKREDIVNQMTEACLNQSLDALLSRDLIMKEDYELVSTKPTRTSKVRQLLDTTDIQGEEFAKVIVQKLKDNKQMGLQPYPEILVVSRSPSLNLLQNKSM
N-glyco inh = increase of ERlucT glycosylation luciferase signal, primary screen, N-linked glycosylation inhibitor project, D54 ERlucT cells, luminescence, set 2 | D54 ERlucT glycosylation luciferase reporter, 24 h; percent of 100 nM tunicamycin response | reporter increase, % at 12.5 µM | 360,000 tested, 0.23% active | AID 588692, 2011;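 active means mean luciferase reporter signal, scaled so untreated is 0 and the glycosylation-blocking control 100, at or above a set limit in every replicate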;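 further: luciferase carries N-glycosylation sites so blocking glycosylation raises the light; 0% = median of neutral control wells and 100% = median of 100 nM tunicamycin wells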
ABHD5 PLIN5 PPI = ABHD5-PLIN5 interaction inhibitors, primary screen, cell lysate, split luciferase complementation, luminescence; 360,000 tested, 0.78% active; Perilipin-5 (Homo sapiens) + 1-acylglycerol-3-phosphate O-acyltransferase ABHD5 (Homo …; Split G. princeps luciferase complementation, 4 h; inhibition, % at 4 µM;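 active means inhibition above the mean inhibition across every tested compound plus 3 SD, cut at about 22% in these data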;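 further: 0% = DMSO only wells and the 100% control is not disclosed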
Vif inh = HIV Vif self-association inhibitors, primary screen, imaging, HEK293T, single point | HEK293T cells, Vif self-association by quenched fluorescence, 24 h | 340,000 tested, 0.35% active | AID 602346, 2012 | inhibition, % at 7.49 µM; in the data active means inhibition above about 50%, passing the limit was not always enough; further: some results filed as inactive read as strong as hits
MC4R antag cAMP = MC4R antagonists of cAMP signaling, primary screen, cell-based, TR-FRET, antagonist arm of biased-ligand search; inhibition, % at 6.5 µM; Melanocortin receptor 4 (Homo sapiens), P32245; MC4R-expressing cells, MTII-stimulated cAMP, LANCE TR-FRET; 360,000 tested, 0.48% active;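 active means inhibition above its plate's cutoff, the mean of tested wells on that plate plus 3 SD, cut at about 29% in these data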;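 further: 0% = Melanotan II alone and 100% = Melanotan II plus saturating MCL0020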
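Assay system: human MC4R-expressing U2OS cells; reagent: Melanotan II stimulation of cells; dosing: 6.5 µM single dose; timing: compound 30 min, challenge 1 h, detection 1 h; signal: TR-FRET cAMP assay; replicates: one well per compound, no replicates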
TLR9-MyD88 block = inhibitors of TLR9-MyD88 association in cells, primary screen, cell-based, CHO, BLA complementation, fluorescence. Toll-like receptor 9 (Homo sapiens) + Myeloid differentiation primary response protein …. CCF4 FRET ratio. inhibition, % at 4.98 µM. 340,000 tested, 0.21% active. AID 504734, 2011;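 active means inhibition above the mean over all tested compounds plus 3 SD, cut at about 21% in these data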;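 further: 0% = DMSO only wells and 100% = clavulanate BLA inhibitor control wells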
aDG glyco up = activators of alpha-DG glycosylation, primary screen, uHTS, Pro5-aDG cells, AlphaScreen | alpha-DG glycosylation AlphaScreen (IIH6); 0% Pro5, 100% B10-LARGE cell signal | activation, % at 10 µM | 360,000 tested, 0.22% active;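 active means activation of at least 8% versus controls, or a plate z-score of at least 8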;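 further: Pro5 are CHO cells carrying HIG-tagged alpha-DG that lacks glycosylation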
ABCB6 inh MLPCN = ABCB6 transporter inhibitors, primary screen, K562-ABCB6 cells, flow cytometry, MLPCN library; K562-ABCB6 porphyrin accumulation, 1 h; active compounds read low; fluorescence ratio to DMSO, % at 10 µM; 360,000 tested, 0.19% active; AID 602162, 2011;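 active means fluorescence ratio to DMSO below 75%, the collection mean minus 3 SD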;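 further: signal is porphyrin accumulated inside mitochondria; 100% equals median channel fluorescence of DMSO control wells; lower ratio means ABCB6 inhibition with less porphyrin fluorescence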
* hit, by the source's call; / = not tested or not shown. These rows are one share of the data. The share of hits here may be higher or lower than overall.

smiles	Exocytosis inh	MC4R ag barr	NOD2 RIPK2 PPI	N-glyco inh	ABHD5 PLIN5 PPI	Vif inh	MC4R antag cAMP	TLR9-MyD88 block	aDG glyco up	ABCB6 inh MLPCN
O=C(CSc1cccc[n+]1[O-])Nc1ccccc1C(F)(F)F	9.4	1.2	-12.3	1.5	-1.9	-4.6	4.0	1.6	-0.2	104.0
Cc1ccc(Oc2cc(N3CCOCC3)nc(-c3ccccc3)n2)cc1	0.5	-1.7	6.3	-0.7	-6.4	8.7	-0.1	-4.0	0.0	96.0
C#CCOCCOCCOCCNc1nc(N2CCN(C(=O)[C@H]([C@@H](C)CC)n3cc([C@@H](N)CO)nn3)CC2)nc(N2CCN(C(=O)[C@H]([C@@H](C)CC)n3cc([C@@H](N)Cc4ccc(O)cc4)nn3)CC2)n1	-0.4	-1.0	2.0	-0.4	0.9	-3.3	1.4	6.4	-0.2	98.0
CCCc1cc(=O)n2[nH]c(C)c(-c3ccccc3)c2n1	-0.4	-1.8	-2.3	1.9	-2.8	6.1	8.9	-14.3	-0.1	108.0
CC(NS(C)(=O)=O)C(c1cccs1)N1CCN(c2ccc(F)cc2)CC1 (configuration not stated)	-5.6	-1.5	10.2	-2.0	-2.8	/	8.1	0.5	-0.1	100.0
COc1cc(/C=N/n2c(C3CCCCC3)n[nH]c2=S)ccc1O	-6.9	-0.6	-11.4	-1.9	0.5	30.8	12.7	4.3	-0.1	94.0
CCc1onc(C)c1C(=O)O	2.6	3.1	3.9	-0.7	-1.0	3.3	12.9	-5.1	-0.1	102.0
CC1=C(C(=O)N(C)C)CC(CC(=O)NC2CC2)C(=O)N1Cc1ccc(C(C)(C)C)cc1 (configuration not stated)	2.0	-0.6	9.1	0.0	2.7	2.1	-5.3	-3.7	1.3	90.0
NC(=S)Nc1nc2ccccc2s1	-2.8	-2.9	0.6	2.6	-12.3	2.4	2.9	5.7	1.2	99.0
CCc1ccccc1NC(=O)CSc1nnc(Cn2cnc3ccccc32)o1	1.3	2.1	1.4	2.9	-1.9	-1.1	15.6	3.5	0.0	95.0
O=C(NCc1ccccc1)N(Cc1nc2ccccc2c(=O)[nH]1)C1CCCC1	-1.5	-0.7	3.8	-3.2	1.2	1.7	5.1	-10.9	0.2	102.0
O=C1N[C@@H](c2ccccc2)COC(=O)[C@H](Cc2ccc(F)cc2)C/C=C\C[C@@H]1CC(=O)N(CCO)Cc1ccccc1	-2.6	-1.3	14.8	0.9	-4.7	-3.9	8.3	-10.7	0.5	96.0
Cc1cccc(-c2nc(=S)c3c(n2Cc2ccco2)CCCC3)c1	-0.2	-0.7	-4.0	3.0	28.2*	-3.3	21.5	-1.0	0.0	102.0
COCCSc1ccccc1C(=O)Nc1cc(C)cc(C)c1	0.2	-1.4	-1.5	-2.4	-4.5	3.8	14.9	8.0	0.5	98.0
CC(C)CN(CCNC(=O)CN1C(=O)CSc2ccc(S(=O)(=O)N3CCOCC3)cc21)CC(C)C	2.1	-0.4	-3.5	1.3	0.3	4.5	3.2	2.9	-0.3	97.0
Cc1ccc(-c2ccc(=O)n(CC(=O)NCc3ccco3)n2)cc1	-0.8	0.5	9.8	-0.3	3.2	6.4	-0.5	3.9	0.2	99.0
CCCCN(CC)S(=O)(=O)c1ccc(C(=O)N=c2sc3cc(NC(C)=O)ccc3n2C)cc1	0.2	2.7	-3.6	1.4	4.9	11.2	11.2	-8.8	0.2	93.0
Cc1ccc(S(=O)(=O)Oc2cccc(N3C(=O)C4CC=CCC4C3=O)c2)cc1 (configuration not stated)	-2.7	3.6	-16.1	-0.2	5.4	-5.7	18.0	-9.5	0.1	100.0
O=C(Cc1ccccc1)NC1CCN(C(=O)c2ccc([N+](=O)[O-])cc2)CC1	-5.8	-0.6	5.0	1.7	-5.0	-1.0	0.1	-2.2	0.0	163.0
Cc1ccc(NC(=S)NNC(=O)c2ccco2)cc1	1.3	-0.1	-4.5	1.1	-4.5	/	6.1	-9.6	-0.1	99.0
COc1ccc(NC(=O)c2cccs2)cc1C(=O)N1CCN(c2ccccc2)CC1	0.7	-2.5	-1.7	0.7	-0.8	5.3	4.8	-1.3	-0.2	97.0
CCCCC(=O)N(C)c1c(CC)nc2c(OCCC3CCCCC3)cccn12	-2.2	-0.7	0.5	-1.0	-6.0	-11.5	-5.2	/	0.6	97.0
COc1ccccc1NC(=O)COC(=O)c1oc2ccccc2c1C	-7.2	-1.3	3.7	/	0.0	/	7.2	4.3	0.1	97.0
CC1=C(C(=O)OC2CCCCCC2)C(c2ccc(C)o2)C2=C(CCCC2=O)N1 (configuration not stated)	3.7	-0.1	2.3	-4.8	2.6	-5.4	0.2	2.0	0.0	97.0
COc1ccc(C(=O)OCC(=O)N2CCOCC2)cc1S(=O)(=O)N1CCOCC1	15.5	-2.4	4.3	0.4	15.1	7.6	2.5	2.1	0.1	98.0
CCC1CCc2sc(C(=O)NCC(c3ccc(OC)cc3)N3CCOCC3)cc2C1 (configuration not stated)	2.6	0.4	-16.2	-5.7	7.6	-3.5	15.1	1.1	0.2	91.0
COc1ccc(C(=O)NCC(=O)OCC(=O)Nc2cccc(S(=O)(=O)N3CCCC3)c2)cc1	-2.0	0.3	-3.9	4.3	-0.3	0.5	3.9	-5.4	0.1	95.0
O=C1CSC(c2ccc(F)cc2)N1c1nc2ccccc2s1 (configuration not stated)	-5.0	1.9	-7.7	-3.8	-9.4	5.6	2.6	-5.0	0.0	97.0
CC(C)CN(C(=O)COC(=O)CCCc1c[nH]c2ccccc12)c1c(N)n(Cc2ccccc2)c(=O)[nH]c1=O	-2.8	-3.8	10.1	-5.0	-0.1	3.8	-0.2	-4.3	-0.2	104.0
Cc1cc(C)n(CCC(=O)N/N=C/c2ccc(Cl)c([N+](=O)[O-])c2)n1	-1.3	-0.3	16.0	-2.1	-0.2	16.8	11.0	/	0.2	90.0
COC(=O)[C@@]1(Cc2ccc(F)cc2)[C@H]2c3cc(C(=O)N4CCCC4)n(CCc4c[nH]c5ccccc45)c3C[C@H]2CN1C(=O)c1ccccc1	3.7	/	-12.8	/	0.1	/	/	/	0.5	97.0
Cc1ccc(S(=O)(=O)NCC(=O)OC2CCOC2=O)cc1 (configuration not stated)	-3.0	-1.8	4.2	0.3	-2.9	/	15.5	3.1	0.0	105.0
CCOc1[nH]n(-c2ccccc2)c(=O)c1C=Nc1ccc(C(=O)OC)cc1	-2.3	-0.7	-18.6	1.5	-3.6	/	11.2	-0.7	0.4	100.0
CCN(CC)C(=O)C(Sc1nnnn1-c1ccc(O)cc1)c1ccccc1 (configuration not stated)	3.7	-1.0	2.7	5.7	0.4	2.3	14.6	-12.5	-0.3	98.0
O=C(CSc1nncs1)Nc1ccc2[nH]c(=O)[nH]c2c1	10.1	-1.7	-3.0	0.0	6.0	8.5	-1.0	-2.5	0.0	96.0
C[C@@H]1CC=C[C@H]2[C@H]1C(=O)N(Cc1ccccc1)[C@H]2c1ccc(-c2ccc(F)cc2)cc1F	-5.4	-0.3	2.2	-3.3	-7.5	-2.3	0.1	0.5	0.2	93.0
CCCSc1nnc(CSc2nc3nc(C)cc(C)n3n2)o1	-2.1	0.7	-12.1	3.3	8.2	-4.2	6.9	6.7	0.1	101.0
CC1(C(=O)NCc2ccccc2)CSCC(=O)N1Cc1cccs1 (configuration not stated)	3.2	/	-18.9	/	10.6	/	/	/	0.0	/
COc1ccc2c(c1OC)C(=O)N1c3ccccc3C(=O)N(c3ccc(F)cc3)C21 (configuration not stated)	0.8	0.1	-2.4	-2.0	-0.8	-6.1	3.2	3.9	-0.2	96.0
Cc1ccc(Cn2cc(/C=N/Nc3ccc([N+](=O)[O-])cn3)c3ccccc32)cc1	-2.8	3.9	10.3	-14.7	-3.2	-7.6	-7.4	18.8	-0.4	341.0
CC(=O)C1=C(O)C(=O)N(Cc2cccnc2)C1c1ccc(Cl)cc1Cl (configuration not stated)	6.1	2.4	3.8	1.4	0.2	-12.6	-5.2	-1.8	0.9	101.0
COc1ccc(-c2sc3cc(OC)c(OC)cc3c2C#CC2(O)CCCCC2)cc1	-10.6	-1.2	-0.3	0.7	-8.5	-0.1	10.5	-5.7	0.3	96.0
CC(C)Sc1nc2c(c(=O)[nH]c(=O)n2C)n1Cc1ccc(Cl)cc1	0.7	5.5	4.1	-1.5	-8.3	-4.4	-15.4	0.3	0.1	102.0
Cc1ccc(S(=O)(=O)N2CC(O)C2)cc1	-6.0	-0.4	-2.5	-0.6	-5.0	-1.2	-1.9	-6.4	0.0	86.0
O=C(Nc1ccccc1)c1ccc(F)cc1F	14.8	-1.1	-2.2	0.5	10.2	3.4	3.3	3.9	0.2	95.0
COc1ccc(NC(=O)CNC(=O)Cn2c(C)cc3ccccc3c2=O)c(OC)c1	1.3	-1.0	-12.2	1.3	-1.6	-3.8	-4.5	4.3	0.3	101.0
COCCCN1CN(Cc2ccco2)CNC1=S	-3.6	0.6	-10.9	0.6	-2.8	-0.3	4.9	/	-0.1	102.0
COC(=O)C(O)(CC(=O)Nc1ccc(OC(F)(F)F)cc1)C(F)(F)F (configuration not stated)	-0.8	2.5	-2.3	3.3	-6.2	3.3	6.2	-11.2	-0.1	100.0
COc1ccc(S(=O)(=O)N(C)C[C@H]2Oc3ccc(NC(=O)Nc4ccc5c(c4)OCO5)cc3CC(=O)N([C@@H](C)CO)C[C@@H]2C)cc1	3.9	-2.2	-0.8	1.8	2.8	-1.7	1.8	-2.4	-0.6	96.0
COC/C=C/C1=CC2=CC(=O)C(C)(OC(=O)c3cnc4ccccc4n3)C(=O)C2=CN1C1CC1 (configuration not stated)	1.5	-0.3	-3.1	-1.0	6.5	-5.2	2.4	-9.7	-0.4	90.0
O=C(c1ccc2c3c(cccc13)C(=O)N(O)C2=O)N1CCCCC1	-3.0	0.0	5.7	0.5	4.1	5.9	5.2	-15.1	-0.2	99.0
Cc1ccc(COc2ccccc2C(=S)N2CCCC2)cc1	0.9	-0.6	-3.8	1.3	-2.3	44.6	8.9	-4.5	0.2	96.0
